GRK2 inh: compounds blocking aptamer binding on GRK2 – biochemical, human GRK2, bead flow cytometry, HTS, primary screen. actives 0.59% (n = 330,000). FAM-aptamer displacement from GRK2. Beta-adrenergic receptor kinase 1 (Homo sapiens), P25098. inhibition of aptamer binding, % at 10 µM;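 active = inhibition of aptamer binding above 40%, roughly 3 SD of noise, on plates passing a quality check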;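 also: median bead fluorescence of bound FAM aptamer so fluorescent compounds give negative values; no value below 0 was filed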
GLD-1 RNA inh: GLD-1/TGE RNA complex disruptors, primary screen, biochemical, fluorescence polarization | Female germline-specific tumor suppressor gld-1 (Caenorhabditis elegans), Q17339 | purified GLD-1 + fluorescein TGE RNA | inhibition, % at 5.96 µM | actives 0.44% (n = 320,000) | AID 2280, 2010;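 active = percent inhibition above a per-plate cutoff, the plate mean of test compounds plus 3 SD, cut at about 30% in these data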;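 also: 0% = DMSO wells with GLD-1 and probe and 100% = wells lacking GLD-1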
Target sequence (Q17339 whole entry, looked up): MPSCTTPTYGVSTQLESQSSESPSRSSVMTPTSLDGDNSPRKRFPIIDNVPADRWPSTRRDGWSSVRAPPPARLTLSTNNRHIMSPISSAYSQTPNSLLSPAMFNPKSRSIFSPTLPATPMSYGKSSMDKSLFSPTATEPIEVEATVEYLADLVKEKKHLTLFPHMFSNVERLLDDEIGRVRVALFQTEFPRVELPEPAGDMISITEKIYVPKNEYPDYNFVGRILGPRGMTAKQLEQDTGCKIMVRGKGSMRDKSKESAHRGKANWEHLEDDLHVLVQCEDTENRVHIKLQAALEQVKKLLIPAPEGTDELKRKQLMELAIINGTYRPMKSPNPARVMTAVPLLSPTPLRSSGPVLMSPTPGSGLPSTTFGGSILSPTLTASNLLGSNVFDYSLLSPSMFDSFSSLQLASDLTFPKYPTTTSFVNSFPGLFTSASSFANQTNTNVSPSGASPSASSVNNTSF
MEX-5 binding: MEX-5 zinc finger RNA-binding disruptors – biochemical, C. elegans, fluorescence polarization, MLPCN library, primary screen | actives 0.38% (n = 300,000) | MEX-5/FITC-TCR2 RNA binding; hits give low values | activity score (negative = inhibition of binding), % at 10 µM;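 active = inhibition past about -25% in most replicates, and total fluorescence under double the plate's negative control median, limit read from the data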;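 also: 0% = DMSO and -100% = 5 µM competing unlabeled TCR2 RNA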
VLA-4 inh: inhibition in human VLA-4 binding assay, primary screen, VLA-4 allosteric modulator project, MLPCN library, flow cytometry, VLA-4 expressing cells | Integrin alpha-4 (Homo sapiens), P13612 | ligand binding flow cytometry | actives 0.2% (n = 330,000) | inhibition, % (about 7 µM as worked out from the volumes in the protocol) | AID 2557, 2010; in the data active = inhibition above about 50%
MCL1-BIM inh: inhibitors of MCL1 binding to BIM-BH3, primary screen, biochemical, fluorescence polarization; Induced myeloid leukemia cell differentiation protein Mcl-1 (Homo sapiens), Q07820; GST-MCL1 / FITC-Bim-BH3 fluorescence polarization; inhibition, % at 10.9 µM; actives 0.68% (n = 320,000); AID 2057, 2009;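 active = inhibition above the mean inhibition of all tested compounds plus 3 SD, set per campaign, cut at about 40% in these data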;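 also: 0% = DMSO wells and 100% = unlabeled Bim-BH3 peptide control; higher means more loss of mP so more displacement of Bim peptide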
Target sequence (Q07820 whole entry, looked up): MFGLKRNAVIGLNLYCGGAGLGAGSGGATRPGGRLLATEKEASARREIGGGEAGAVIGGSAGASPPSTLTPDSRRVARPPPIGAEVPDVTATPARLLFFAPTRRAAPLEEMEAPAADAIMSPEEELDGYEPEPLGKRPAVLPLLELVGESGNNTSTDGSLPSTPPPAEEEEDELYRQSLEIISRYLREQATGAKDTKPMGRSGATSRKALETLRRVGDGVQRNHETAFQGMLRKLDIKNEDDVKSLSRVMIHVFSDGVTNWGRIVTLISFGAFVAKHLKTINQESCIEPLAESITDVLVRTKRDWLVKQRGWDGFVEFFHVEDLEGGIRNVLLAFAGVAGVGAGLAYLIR
BCLXL inh: inhibitors of human Bcl-xL, primary screen, biochemical, fluorescence polarization, HTS. GST-Bcl-xL / FITC-Bim BH3 peptide fluorescence polarization. actives 0.7% (n = 320,000). Bcl-2-like protein 1 (Homo sapiens), Q07817. inhibition, % at 10.9 µM;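 active = inhibition above the mean of all tested compounds plus 3 SD, cutoff set per campaign, cut at about 30% in these data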;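 also: 0% = DMSO wells and 100% = unlabeled Bim-BH3 peptide competitor; inhibitors lower millipolarization by displacing the labeled peptide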
PME-1 primary: PME-1 inhibitors via competitive probe labeling, primary screen, biochemical, fluorescence polarization, FP-Rh probe, HTS | Protein phosphatase methylesterase 1 (Homo sapiens), Q9Y570 | recombinant PME-1 | inhibition, % at 5.9 µM | actives 0.53% (n = 320,000) | AID 2130, 2009;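 active = inhibition above the campaign mean of all compounds plus 3 SD, cut at about 26% in these data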;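 also: competitive labeling of PME-1 active site by serine hydrolase directed probe; 0% = PME-1 with DMSO and 100% = wells lacking PME-1 enzyme; inhibitors block probe labeling so polarization falls and inhibition rises; many of its hits are not listed in these tables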
Fam108B inh: mouse Fam108B serine hydrolase inhibitors, primary screen, counter-screen for RBBP9 inhibitor project, biochemical, fluorescence polarization | recombinant Fam108B, FP-Rh probe fluorescence polarization | inhibition, % at 9.51 µM | actives 0.33% (n = 300,000);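 active = inhibition above the screen mean inhibition plus 3 SD, computed separately per campaign, cut at about 18% in these data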;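 also: inhibitors lower polarization as less probe binds the enzyme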
Efflux pump inh: inhibitors of Candida efflux pumps in yeast, primary screen, S. cerevisiae, Nile Red, multiplex | AID 485275, 2010 | inhibition, % at 10 µM | actives 0.44% (n = 330,000) | S. cerevisiae Candida pump triplex;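 active = plate passing quality check with inhibition over a set limit, or well fluorescence over plate mean plus 4 SD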;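 also: Nile Red retained in pooled yeast measured as flow cytometry median fluorescence; 0% = buffer negative control and 100% = Enniatin B positive control; higher means more Nile Red kept so more efflux inhibition; some compounds called inactive have numbers as strong as hits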
An asterisk follows results filed as active; . = no result given. A portion of the library; count on the stated rates, not on these rows.

The line under a structure holds: BCLXL inh	VLA-4 inh	MCL1-BIM inh	Fam108B inh	MEX-5 binding	GLD-1 RNA inh	Efflux pump inh	PME-1 primary	GRK2 inh
> Cc1cc(C(=O)CCl)c(C)n1CC1COc2ccccc2O1 (stereo not given)
    3	4	1	-1	0.6	1	0.1	3	0
> COCCNC(=O)c1ccc2c(Cl)c3c(nc2c1)CCC3
    4	4	-1	-1	-1.7	1	-0.3	-3	0
> Cc1sc(NC(=O)CN(Cc2ccccc2)C(=O)C(C)C)c(C(N)=O)c1C
    -2	5	0	4	-1.6	5	-0.1	16	0
> Cc1ccc(C2NC(=NCc3ccccc3)Nc3nc(C)cc(=O)n32)cc1 (stereo not given)
    4	20	4	3	0.4	-4	-0.1	-7	0
> CCN(CC(=O)Nc1ccc(OC)cc1)C(=O)c1ccc(Cl)c(S(=O)(=O)N2CCCC2)c1
    3	-12	-5	.	.	0	0.0	-2	1
> Cc1ccc(S(=O)(=O)n2nc(OC(=O)c3c(F)cccc3Cl)cc2N)cc1
    2	2	5	3	0.7	9	0.0	-3	8
> CCN(CC)CCCn1c(=S)[nH]c2cc(C(=O)OC)ccc2c1=O
    3	-6	2	5	11	7	-0.1	5	2
> CC1CN(C(=O)CSc2nc(N)cc(N)n2)CC(C)O1 (stereo not given)
    -6	8	-4	.	.	0	0.0	0	4
> COc1ccc(/C=N/NS(=O)(=O)c2ccc(NC(C)=O)cc2)cc1
    8	-4	4	4	-1.9	3	0.0	-7	0
> Cc1ccc(C)c(CN2CCCN(Cc3cc(C)ccc3C)S2(=O)=O)c1
    -1	-11	1	2	0.1	-2	0.0	7	0
> CN(C)Cc1c(C(=O)N/N=C/C2CC=CCC2)nnn1-c1nonc1N (stereo not given)
    -1	4	0	-1	-0.5	11	0.2	-2	0
> Clc1ccc(-n2nnnc2-c2cnc(-c3ccccn3)nc2-c2cccs2)cc1
    1	-14	6	-4	-1.2	11	0.0	9	3
> CC(C)=CCc1c(O)cc(O)c2c1OC(c1ccc(O)cc1)CC2=O (stereo not given)
    1	-23	-2	-4	0.5	-1	0.2	-4	0
> COc1cccc(/C=N/Nc2ccc([N+](=O)[O-])cc2)c1O
    -25	-18	-47	0	-3.9	-5	-1.6	6	2
> COc1ccnc(-n2cccc2C=O)c1C#N
    5	-2	5	0	-1.3	5	0.1	1	0
> COC(=O)/C(C(C)=O)=C(\C=C\N(C)C)N(C)C
    2	2	6	2	-6.5	7	0.0	3	3
> C/C(O)=C/c1nc2ccccc2[nH]c1=O
    3	8	2	-4	5.4	-9	0.2	-2	0
> Cc1csc(NC(=O)CSc2nnc(-c3ccoc3C)n2CCc2ccccc2)n1
    -2	5	1	-2	1.1	0	-0.1	4	4
> Cc1ccc(OCCC(=O)OCC(=O)C(C)(C)C)cc1
    2	-6	2	1	-0.3	11	0.0	6	1
> COc1ccc(C(=O)NN/C(C)=C/C(=O)C(F)(F)C(F)(F)C(F)(F)F)cc1
    9	0	16	4	1.7	1	-7.4	3	5
> O=C(Cn1cnc2c(nnn2-c2ccc(F)cc2)c1=O)NCC1CCCO1 (stereo not given)
    5	11	1	0	-2.1	1	0.0	7	2
> Cc1ccccc1C(=O)c1cccn1CC(=O)NC(C)c1ccccc1 (stereo not given)
    7	5	0	8	2.3	-1	0.0	-6	2
> Cc1ccc(S(=O)(=O)NNC(=O)C2COc3ccccc3O2)cc1C (stereo not given)
    5	5	2	5	2.7	2	-0.1	2	0
> CCOc1ncccc1C(=O)NCc1ccccc1Cl
    -3	38	1	-2	1.3	-1	-0.1	-2	3
> O=C(COC(=O)c1cccc(C(=O)OCC(=O)NC2CC2)n1)NC1CC1
    1	-5	5	-2	0.6	0	0.0	-4	0
> Cc1ccccc1C(=O)NC1CCN(C(=O)NCc2ccccc2)CC1
    -4	-3	-3	5	-0.7	-8	0.0	3	0
> O=C(CSc1nnc(-c2ccc(Cl)s2)o1)N1CCc2ccccc21
    -6	4	-14	-11	-2.2	-1	0.1	-8	1
> CN(C)c1cc[n+](CC(=O)c2ccc(-c3ccccc3)cc2)cc1
    4	-1	4	-6	2.3	8	0.4	-5	0
> CCCCOc1ccc(C(=O)OCC(=O)Nc2cc(C)on2)cc1
    4	3	-2	-3	-0.3	1	-0.2	-2	1
> COc1ccc(CN2CCC(=O)N([C@H](CO)Cc3ccccc3)CC2)cc1
    0	24	3	-2	-3.3	3	-0.1	4	0
> CCN(c1ccccc1)S(=O)(=O)c1cccc(C(=O)NCc2ccccc2CN2CCOCC2)c1
    2	17	1	.	.	3	0.7	8	0
> CC(C)CC(=O)c1c[nH]c(C(=O)O)c1
    3	-42	-4	-6	-0.9	-3	0.1	-1	0
> O=c1[nH]c(CN2CCN(c3ccc(O)cc3)CC2)nc2scc(-c3ccc(Cl)cc3)c12
    13	-19	9	1	0.8	3	0.0	2	4
> CCc1cc(C(=O)OC)c(NC(=O)c2ccoc2C)s1
    1	-2	4	12	0.6	2	-0.3	-3	2
> CCCC(=O)Nc1nnc(-c2ccccc2)o1
    1	33	-2	1	0.9	13	-0.1	-7	0
> NNC(=O)c1ccc(COc2ccc3ccccc3c2)cc1
    -1	2	-3	-17	0.2	4	0.3	-20	3
> COc1ccc(S(=O)(=O)N2CCCC(C(F)(F)F)C2)cc1 (stereo not given)
    -5	-1	-2	4	0.6	6	0.0	-1	0
> CN1CCN(c2c(F)cc3c(=O)c(C(=O)O)cn4c3c2OCN4C)CC1
    2	2	1	-3	-3.1	-5	0.3	-4	0
> O=[N+]([O-])c1ccc2ncnc(N3CCN(Cc4ccc5c(c4)OCO5)CC3)c2c1
    2	4	5	4	1.4	-3	0.2	1	1
> O=C(NNS(=O)(=O)c1ccc(Cl)cc1)c1sccc1-n1cccc1
    2	2	-4	1	0.2	-4	-0.1	5	2
> O=C(c1cnccn1)N(Cc1cccs1)C1(C(=O)NC2CCCC2)CCCCC1
    4	14	7	1	1.9	2	0.0	-2	2
> CCOc1ccc(-n2c(SCC(=O)Nc3ccc4c(c3)OCCO4)nc3c(c2=O)SCC3)cc1
    4	-4	4	-2	.	2	-0.1	4	3
> CC(=O)Nc1cc(NC(C)=O)cc(C(=O)N2CCCC3CCCCC32)c1 (stereo not given)
    8	4	14	1	-4.1	-14	0.2	-5	34
> Cc1ccc(-c2nc(C#N)c(N3CCCCC3)o2)cc1
    5	-6	1	2	-1.0	6	0.0	2	0
> COc1ccc(OCC(=O)Nc2ccc3c(c2)nc(CCN2CCCC2)n3C)cc1
    9	5	0	7	-1.9	-6	0.0	-5	0
> COc1cc(C(C(=O)NC2CCCCC2)N(Cc2ccco2)C(=O)c2cnccn2)cc(OC)c1OC (stereo not given)
    0	1	8	-4	0.6	7	0.1	-2	0
> Cc1nc(Nc2ccc(F)cc2)nc(Nc2ccc(F)cc2)c1[N+](=O)[O-]
    3	-10	2	-16	-0.5	2	-0.1	-6	1
> CCCCN(C)C(=O)Cn1cnc2sc(C)cc2c1=O
    -3	11	-2	-1	0.4	2	0.1	-3	0
> Cn1c(=O)c2c(=O)cc(N)[nH]c2n(C)c1=O
    25	8	25	-6	-7.3	25	0.0	4	2
> CCSc1cc(N2CCCC2)nc(-c2ccccc2Cl)n1
    1	10	-7	0	-0.9	1	0.0	1	1

(next part)
The line under a structure holds: BCLXL inh	VLA-4 inh	MCL1-BIM inh	Fam108B inh	MEX-5 binding	GLD-1 RNA inh	Efflux pump inh	PME-1 primary	GRK2 inh
> COc1ccc(C(=O)NCCN2CCOCC2)cc1OC
    7	4	10	4	2.0	-5	0.2	1	2
> CCOC(=O)C(=CNc1ccc(C(F)(F)F)cc1Cl)C(=O)OCC
    -3	3	-4	-1	0.2	-3	0.1	-3	2
> COc1cc2c(cc1NC(=O)CSc1ccccc1)oc1ccccc12
    4	6	4	-12	1.7	0	-0.1	-6	1
> COc1ccc(NC(=S)Nc2cccc(Cl)c2)cc1OC
    2	-3	3	-1	-2.2	4	0.1	2	11
> CC(C)CNS(=O)(=O)c1ccc(CCC(=O)N2CCN(Cc3ccc4c(c3)OCO4)CC2)cc1
    1	-2	-9	-4	1.7	1	0.3	6	1
> Cc1nn(CC(=O)N2CCC(C)CC2)c(=O)c2nn(-c3ccccc3)c(C)c12
    -2	5	-2	1	0.1	-2	0.0	4	0
> O=C(NCC(=O)N(CCc1ccccc1)C(C(=O)NC1CCCC1)c1cccnc1)c1ccco1 (stereo not given)
    4	-3	1	0	.	0	0.0	0	2
> COc1ccccc1Cc1nnnn1CC(=O)O
    1	1	3	-3	-0.8	4	-0.1	6	0
> Cc1cc(C(=O)CSc2ccc(F)cc2)cc(C)c1O
    2	12	8	-6	-0.7	-4	0.3	-3	1
> O=C(Nc1cccc(N2C(=O)C3C4C=CC(C4)C3C2=O)c1)c1cccs1 (stereo not given)
    9	3	2	5	-0.1	-4	0.0	-4	0
> O=C(C[n+]1ccc(/C=N/O)cc1)N(Cc1ccccc1)Cc1ccccc1
    -5	9	-5	-1	1.0	0	0.1	-5	0

Screening data deposited in PubChem by several laboratories.
